HTR2A ag: mouse Htr2a agonists via beta-arrestin recruitment, primary screen, cell-based, luminescence. CHO-K1 mHTR2A beta-arrestin complementation; percent of 30 µM serotonin response. activation, % at 7.6 µM. AID 624169, 2012. 5-hydroxytryptamine receptor 2A (Mus musculus), P35363. hit rate 0.66% among 360,000;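 active = activation above a run cutoff, the mean activation of all tested compounds plus 3 SD, cut at about 14% in these data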;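 also: 0% = plate median of compound wells and 100% = 30 µM serotonin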
TLR9-MyD88 inh: inhibitors of TLR9-MyD88 association in cells, primary screen, cell-based, CHO, BLA complementation, fluorescence; Toll-like receptor 9 (Homo sapiens) + Myeloid differentiation primary response protein …; CCF4 FRET ratio; inhibition, % at 4.98 µM; hit rate 0.21% among 340,000; AID 504734, 2011;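 active = inhibition above the mean over all tested compounds plus 3 SD, cut at about 21% in these data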;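 also: 0% = DMSO only wells and 100% = clavulanate BLA inhibitor control wells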
Target sequence (Q99836 whole entry, looked up): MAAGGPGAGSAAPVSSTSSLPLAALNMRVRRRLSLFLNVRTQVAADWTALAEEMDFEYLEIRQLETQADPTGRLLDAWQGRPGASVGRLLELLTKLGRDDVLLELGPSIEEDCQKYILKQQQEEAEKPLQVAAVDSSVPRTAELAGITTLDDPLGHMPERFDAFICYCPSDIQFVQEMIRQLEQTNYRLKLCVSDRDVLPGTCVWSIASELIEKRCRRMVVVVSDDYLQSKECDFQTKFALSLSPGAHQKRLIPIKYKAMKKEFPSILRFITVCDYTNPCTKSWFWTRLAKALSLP
Target sequence (Q9NR96 whole entry, looked up): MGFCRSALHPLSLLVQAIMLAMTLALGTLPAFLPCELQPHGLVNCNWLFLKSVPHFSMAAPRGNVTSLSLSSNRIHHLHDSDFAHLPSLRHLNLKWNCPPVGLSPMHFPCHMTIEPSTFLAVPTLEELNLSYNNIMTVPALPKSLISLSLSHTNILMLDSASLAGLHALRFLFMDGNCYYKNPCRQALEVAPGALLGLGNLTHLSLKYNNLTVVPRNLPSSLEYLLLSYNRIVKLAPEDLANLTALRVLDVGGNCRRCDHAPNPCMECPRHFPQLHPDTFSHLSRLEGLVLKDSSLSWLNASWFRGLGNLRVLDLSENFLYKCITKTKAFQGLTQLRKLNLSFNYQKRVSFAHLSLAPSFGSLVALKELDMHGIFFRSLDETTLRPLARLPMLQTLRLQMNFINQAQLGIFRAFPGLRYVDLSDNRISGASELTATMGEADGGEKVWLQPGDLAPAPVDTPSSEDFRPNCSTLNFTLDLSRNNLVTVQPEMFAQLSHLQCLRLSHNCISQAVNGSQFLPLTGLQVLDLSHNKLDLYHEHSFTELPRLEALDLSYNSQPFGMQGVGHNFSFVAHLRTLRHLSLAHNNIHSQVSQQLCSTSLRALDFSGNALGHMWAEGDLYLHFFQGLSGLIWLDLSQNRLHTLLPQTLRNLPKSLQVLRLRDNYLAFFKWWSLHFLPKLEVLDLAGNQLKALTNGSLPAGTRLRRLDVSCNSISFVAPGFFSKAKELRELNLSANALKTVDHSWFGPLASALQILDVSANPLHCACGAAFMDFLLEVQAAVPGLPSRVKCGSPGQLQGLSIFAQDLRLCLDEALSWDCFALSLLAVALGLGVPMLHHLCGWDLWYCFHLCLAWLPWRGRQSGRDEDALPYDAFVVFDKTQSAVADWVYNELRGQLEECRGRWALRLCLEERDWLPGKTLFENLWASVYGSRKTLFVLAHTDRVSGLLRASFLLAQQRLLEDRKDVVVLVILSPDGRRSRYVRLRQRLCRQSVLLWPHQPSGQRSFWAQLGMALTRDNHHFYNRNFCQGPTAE
ABCB6 inh 2: ABCB6 transporter inhibitors, primary screen, K562-ABCB6 cells, flow cytometry, MLPCN library | K562-ABCB6 porphyrin accumulation, 1 h; active compounds read low | fluorescence ratio to DMSO, % at 10 µM | hit rate 0.19% among 360,000 | ATP-binding cassette sub-family B member 6 (Homo sapiens), Q9NP58;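 active = fluorescence ratio to DMSO below 75%, the collection mean minus 3 SD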;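 also: signal is porphyrin accumulated inside mitochondria; 100% equals median channel fluorescence of DMSO control wells; lower ratio means ABCB6 inhibition with less porphyrin fluorescence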
MC4R antagonist: MC4R antagonists of cAMP signaling, primary screen, cell-based, TR-FRET, antagonist arm of biased-ligand search; Melanocortin receptor 4 (Homo sapiens), P32245; MC4R-expressing cells, MTII-stimulated cAMP, LANCE TR-FRET; inhibition, % at 6.5 µM; hit rate 0.48% among 360,000; AID 540295, 2011;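 active = inhibition above its plate's cutoff, the mean of tested wells on that plate plus 3 SD, cut at about 29% in these data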;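 also: 0% = Melanotan II alone and 100% = Melanotan II plus saturating MCL0020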
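Assay system: human MC4R-expressing U2OS cells; reagent: Melanotan II stimulation of cells; dosing: 6.5 µM single dose; timing: compound 30 min, challenge 1 h, detection 1 h; signal: TR-FRET cAMP assay; replicates: one well per compound, no replicates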
ABHD5 PLIN5 PPI: ABHD5-PLIN5 interaction inhibitors, primary screen, cell lysate, split luciferase complementation, luminescence. Split G. princeps luciferase complementation, 4 h. AID 602281, 2012. hit rate 0.78% among 360,000. inhibition, % at 4 µM. Perilipin-5 (Homo sapiens) + 1-acylglycerol-3-phosphate O-acyltransferase ABHD5 (Homo …;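 active = inhibition above the mean inhibition across every tested compound plus 3 SD, cut at about 22% in these data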;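 also: 0% = DMSO only wells and the 100% control is not disclosed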
MC4R ag barr: MC4R agonists recruiting beta-arrestin, primary screen, cell-based, luminescence, agonist arm of biased-ligand search; hit rate 0.98% among 360,000; activation, % at 8.9 µM; Melanocortin receptor 4 (Homo sapiens), P32245; U2OS MC4R beta-arrestin complementation; percent of melanotan II response, DMSO zero;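 active = activation above a per-plate cutoff, the mean activation of sample wells on that plate plus 3 SD, cut at about 8% in these data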
NOD2-RIPK2 inh: NOD2-RIPK2 binding disruptors in cells, primary screen, fluorescence, CHO cells, BLA complementation. inhibition, % at 4.98 µM. AID 624267, 2012. Receptor-interacting serine/threonine-protein kinase 2 (Homo sapiens), O43353. hit rate 0.38% among 360,000. CCF4 ratio; in the data active = inhibition above about 21%;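 also: 0% = vehicle only and 100% = reference blocker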
Cardio protect: cardioprotection against H2O2-induced cell death, primary screen, uHTS, H9c2 cells, ATPLite luminescence; H9c2 cardiomyocytes, H2O2 injury protection, 2 h; protection from H2O2 cell death, % at 20 µM; hit rate 0.63% among 360,000;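 active = compounds giving at least 50% protection of heart cells from peroxide-induced death in the single-dose screen, raw or plate-pattern-corrected value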;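 also: 0% = DMSO wells with peroxide and 100% = DMSO wells without peroxide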
NCOA2 inhibitor: inhibition of GAL4-SRC2 driven luciferase reporter, primary screen, SRC2 inhibitor project, cell-based, luminescence; Nuclear receptor coactivator 2 (Homo sapiens), Q15596; HEK293 GAL4-SRC2 luciferase reporter; inhibition, % at 9 µM; hit rate 0.17% among 370,000; AID 651957, 2012;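 active = inhibition above the mean inhibition of all tested compounds plus 3 SD, set per campaign, cut at about 52% in these data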;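 also: 0% = DMSO treated cells and 100% = cells given Gossypol at 36 µM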
N-glyco inh: increase of ERlucT glycosylation luciferase signal, primary screen, N-linked glycosylation inhibitor project, D54 ERlucT cells, luminescence, set 2. reporter increase, % at 12.5 µM. D54 ERlucT glycosylation luciferase reporter, 24 h; percent of 100 nM tunicamycin response. hit rate 0.23% among 360,000;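 active = mean luciferase reporter signal, scaled so untreated is 0 and the glycosylation-blocking control 100, at or above a set limit in every replicate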;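 also: luciferase carries N-glycosylation sites so blocking glycosylation raises the light; 0% = median of neutral control wells and 100% = median of 100 nM tunicamycin wells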
Numbers without * were called inactive; . = no result given.

SMILES	HTR2A ag	TLR9-MyD88 inh	ABCB6 inh 2	MC4R antagonist	ABHD5 PLIN5 PPI	MC4R ag barr	NOD2-RIPK2 inh	Cardio protect	NCOA2 inhibitor	N-glyco inh
Brc1ccccc1OCCOc1cccc2cccnc12	-1	7	92	-3	5	-0.9	3	-1	-10	0
Cn1c(O)c(C2=c3ccccc3=NC2=O)[nH]c1=S	9	6	80	-7	0	-0.5	3	-4	10	1
C=CCn1c(-c2cc(OC)c(OC)c(OC)c2)n[nH]c1=S	4	0	95	6	-5	-1.9	-7	6	.	2
CC1(C(=O)Nc2ccc3c(c2)OCCO3)CC1(Cl)Cl (configuration not stated)	1	-1	105	9	-1	1.4	0	0	-15	0
CC(C)(C)n1nc2c(c1NC(=O)c1ccc(S(=O)(=O)N3CCCC3)cc1)CS(=O)C2 (configuration not stated)	2	-5	92	8	-3	-2.2	2	1	6	-3
O=C(Nc1cc(S(=O)(=O)N2CCCCCC2)ccc1OCC(F)(F)F)C1CCC1	5	4	100	14	1	7.3	7	-5	7	3
O=C(CCCN1C(=O)/C(=C/c2ccccc2Cl)SC1=S)NNC(=O)c1ccncc1	0	-7	102	-2	4	-1.1	1	2	58*	2
CCCCc1ccc(S(=O)(=O)NC(=O)C2(C)CCN2C(=O)c2cccc(F)c2)cc1 (configuration not stated)	-1	.	100	-6	-5	0.4	-5	3	11	2
NC(=O)C1CCN(c2oc(-c3ccccc3)nc2S(=O)(=O)c2ccc(Br)cc2)CC1	7	-14	98	-3	2	1.3	-2	5	6	0
C=C1C[C@@H]2C[C@@H]2CN(S(=O)(=O)c2ccc(C)cc2)[C@@H]1c1ccco1	-2	.	126	.	5	.	-1	.	13	.
COc1ccc(CCNC(=O)CSc2nc3sc(C(=O)O)c(C)c3c(=O)[nH]2)cc1OC	2	-2	105	-1	3	-3.6	5	6	-26	1
CCOC(=O)C1CCN(S(=O)(=O)c2ccc3[nH]c(=O)ccc3c2)CC1	-4	5	99	7	-3	-1.1	-3	-4	7	1
CC1(C)Cc2cccc(OCC(=O)NCCOc3ccccc3)c2O1	2	-1	100	-5	-3	-0.2	-1	0	11	-2
COc1cccc(OC)c1C(=O)Nc1nnc(-c2cccs2)s1	-2	1	98	1	-1	-1.8	-5	2	2	6
CCN(CC(=O)NCc1cccs1)CC(=O)Nc1c(Cl)ccc(C)c1Cl	-6	-8	100	7	-10	0.2	4	8	3	0
COC(=O)CCc1c[nH]c2ccc([N+](=O)[O-])cc12	1	-7	97	4	-2	0.4	0	14	3	2
C=CCn1c(CCC(O)CCCCC)n[nH]c1=S (configuration not stated)	10	0	89	13	0	1.5	3	4	0	0
CN1CCC[C@@H]1CCNC(=O)c1c(-c2ccc3c(c2)OCO3)noc1-c1ccsc1	-7	7	94	7	3	1.0	-9	6	2	0
CC(C)Oc1cccc(C(=O)C2CCCN(S(C)(=O)=O)C2)c1 (configuration not stated)	-2	1	100	29*	5	0.9	-4	-5	-10	4
Cc1ccc2c(c1)Oc1ccccc1C=C2C(=O)O	-3	6	98	12	-6	-0.9	0	0	11	1

Arranged by length of the SMILES (falling): five of the compounds above.
SMILES	HTR2A ag	TLR9-MyD88 inh	ABCB6 inh 2	MC4R antagonist	ABHD5 PLIN5 PPI	MC4R ag barr	NOD2-RIPK2 inh	Cardio protect	NCOA2 inhibitor	N-glyco inh
CN1CCC[C@@H]1CCNC(=O)c1c(-c2ccc3c(c2)OCO3)noc1-c1ccsc1	-7	7	94	7	3	1.0	-9	6	2	0
CCOC(=O)C1CCN(S(=O)(=O)c2ccc3[nH]c(=O)ccc3c2)CC1	-4	5	99	7	-3	-1.1	-3	-4	7	1
CC(C)Oc1cccc(C(=O)C2CCCN(S(C)(=O)=O)C2)c1 (configuration not stated)	-2	1	100	29*	5	0.9	-4	-5	-10	4
COC(=O)CCc1c[nH]c2ccc([N+](=O)[O-])cc12	1	-7	97	4	-2	0.4	0	14	3	2
Cc1ccc2c(c1)Oc1ccccc1C=C2C(=O)O	-3	6	98	12	-6	-0.9	0	0	11	1

New compounds follow.
SMILES	HTR2A ag	TLR9-MyD88 inh	ABCB6 inh 2	MC4R antagonist	ABHD5 PLIN5 PPI	MC4R ag barr	NOD2-RIPK2 inh	Cardio protect	NCOA2 inhibitor	N-glyco inh
CSc1nc2sc3c(c2c(=O)[nH]1)CCC3	1	-2	98	10	1	3.1	2	52*	-7	4
C#CCOC(=O)Nc1cc(C)n(-c2ccccc2)n1	-3	0	93	-1	7	0.4	11	-5	-10	0
Cc1ccc(NC(=S)N2CCN(C)CC2)c(C)c1	2	-7	88	2	2	-2.1	-14	8	-12	2
Cc1ccccc1NS(=O)(=O)c1ccc(C(=O)N2CCCCCC2)cc1	3	-5	94	-4	6	2.4	3	-7	8	0
CCCCN(CC)CCCNC(=O)CC1Nc2ccccc2NC1=O (configuration not stated)	3	2	110	3	-3	-1.4	-5	-5	.	0
C/C(Cn1ncc(N2CCOCC2)c(Cl)c1=O)=N\O	-6	-2	101	12	1	-0.5	5	-1	-7	3
O=C(COC(=O)CC1CC2CCC1C2)Nc1ccc(Cl)c(S(=O)(=O)N2CCOCC2)c1 (configuration not stated)	2	0	100	9	10	0.2	5	-13	7	-2
CCC(=O)Nc1sc(Cc2ccccc2)c(C)c1C(N)=O	-4	-3	95	3	4	-2.8	-6	-3	8	-1
Clc1ccc(CSc2nnc(-c3ccncc3)s2)cc1	4	5	95	3	3	0.1	1	-2	-5	-1
O=C1N=c2ccccc2=C1c1sc(=S)n(Cc2ccccc2Cl)c1O	2	7	92	-2	1	-1.1	-10	-1	-8	6

An excerpt of these results, with values under each structure:
Each structure is followed by: HTR2A ag | TLR9-MyD88 inh | ABCB6 inh 2 | MC4R antagonist | ABHD5 PLIN5 PPI | MC4R ag barr | NOD2-RIPK2 inh | Cardio protect | NCOA2 inhibitor | N-glyco inh
Cc1ccccc1NS(=O)(=O)c1ccc(C(=O)N2CCCCCC2)cc1
→ 3 | -5 | 94 | -4 | 6 | 2.4 | 3 | -7 | 8 | 0
CCCCN(CC)CCCNC(=O)CC1Nc2ccccc2NC1=O (configuration not stated)
→ 3 | 2 | 110 | 3 | -3 | -1.4 | -5 | -5 | . | 0
C/C(Cn1ncc(N2CCOCC2)c(Cl)c1=O)=N\O
→ -6 | -2 | 101 | 12 | 1 | -0.5 | 5 | -1 | -7 | 3

Further compounds
SMILES	HTR2A ag	TLR9-MyD88 inh	ABCB6 inh 2	MC4R antagonist	ABHD5 PLIN5 PPI	MC4R ag barr	NOD2-RIPK2 inh	Cardio protect	NCOA2 inhibitor	N-glyco inh
CC(Sc1nc(N)c(NC(=O)c2ccc(Br)o2)c(=O)[nH]1)C(=O)O (configuration not stated)	-2	4	99	-4	0	0.7	12	2	6	2
CCOc1ccccc1NCN1C(=O)c2ccccc2C1=O	-2	1	99	10	12	-0.1	-9	2	-5	1
O=C1[C@H](Cc2ccccc2)NCC=CC[C@@H](c2ccc(Cl)cc2)N1Cc1ccccc1	2	-6	98	-1	10	3.0	-2	4	-60	-3
O=C1c2cccc3cccc(c23)C(=O)N1Cc1cccnc1	1	9	98	12	-1	-1.9	-6	8	-3	-1
O=C(CSc1nnnn1-c1ccc(F)cc1)NC1CCCCC1	-2	2	97	5	2	1.1	5	6	-31	-2
CCOCC(=O)N1CCCC(C(=O)OCC)C1 (configuration not stated)	2	-2	95	-3	-2	-0.6	-10	-1	4	2
COc1cccc(C(=O)N(C)Cc2c(C)nn(C3CCS(=O)(=O)C3)c2C)c1 (configuration not stated)	2	-7	76	-5	1	-0.5	-6	1	11	1
C1CN(c2nc3nonc3nc2N2CCSCC2)CCO1	-2	10	99	-5	-1	-1.6	5	-5	-19	2
C(=N\Nc1nn[nH]n1)/c1ccccc1	3	3	103	-7	-3	-0.1	7	-4	-18	2
O=C1CC(c2ccccc2)CC(O)=C1C=NCc1ccncc1 (configuration not stated)	-1	-2	101	4	4	-0.4	-5	5	2	4
COc1cccc(-n2cc(C(=O)NCCCOC(C)C)c3ccccc3c2=O)c1	5	6	98	3	2	-0.5	-11	-1	0	-2
COCCN(C(=O)COC(=O)C1CC(=O)N(c2ccc(C)cc2)C1)c1c(N)n(Cc2ccccc2)c(=O)[nH]c1=O (configuration not stated)	-2	0	101	2	-2	-1.0	-8	3	-5	1
CCCCn1c(CCC(=O)O)nc2cc(S(=O)(=O)N(C)C)ccc21	7	3	100	-1	2	-0.4	-1	-9	-1	0
O=C(C1CCN(S(=O)(=O)c2ccc(F)cc2)CC1)N1CCCC(C(F)(F)F)C1 (configuration not stated)	2	6	99	1	1	1.3	-1	-9	-4	-1
COc1ccc(-c2ccc3c(c2)S(=O)(=O)c2cccc(C(=O)NCCOc4ccccc4Cl)c2C3=O)cc1OC	-6	11	92	4	4	1.0	2	2	15	-1
CC1(C)OC(=O)C(=CNc2ccc(F)cc2)C(=O)O1	-1	-6	94	-3	12	-0.8	5	2	0	0
COc1ccc2[nH]cc(C(=O)CNc3nc(C)cs3)c2c1	-2	2	101	2	-1	-2.3	-7	-6	-81	1
OCCN1CCN(Cc2cccc(Oc3ccc(Cl)cc3)c2)CC1	-6	-2	97	-4	8	-0.6	5	4	3	-4
NC(=O)C1CCN(C(=O)c2cc(Cl)c3c(c2)OCCO3)CC1	8	1	98	1	-1	-0.9	-5	1	-28	-1
CC(C)(C)NC(=O)NC(=O)COC(=O)C1(C)CC1(Cl)Cl (configuration not stated)	4	-1	103	0	-6	-0.7	0	0	-8	2
O=C(NCc1ccc(F)cc1)c1cccc2c1C(=O)c1ccc(N3CCC(Cc4ccccc4)CC3)cc1S2(=O)=O	-4	14	242	8	-7	-0.8	12	-1	-11	-9
COCCn1c(SCC(=O)NNC(=O)Cc2ccccc2)nc2ccccc2c1=O	3	-5	96	0	1	-1.8	-15	12	10	-1
O=C1CS/C(=N/N=C/c2ccco2)N1Cc1ccc(F)cc1	2	.	97	9	6	-0.4	-1	-2	-14	-1
CCN(CC)S(=O)(=O)c1cccc(C(=O)N/N=C/c2cc(OC)c(O)c(OC)c2)c1	4	10	96	1	0	-1.9	-9	0	-36	1

Some of the compounds tested, so the mix of outcomes need not match the whole.
